GLP-1R agonist = qHTS of GLP-1 Receptor Agonists | Glucagon-like peptide 1 receptor (Homo sapiens), P43220 | 380,000 tested, 0.007% active | HEK293 GLP-1R CRE-luciferase, luminescence, 4-6 h; cells express a hypersensitive GLP-1R form | AID 624172, 2012 | Potency, µM (titrated, usually from 45.6 µM), without a hit: top-dose activation, most hits filed as activators; further: potency means the concentration at half of the fitted maximal effect; % of control where 0% means no effect
PI5P4K alpha inh = qHTS for Inhibitors of phosphatidylinositol 5-phosphate 4-kinase (PI5P4K). Phosphatidylinositol 5-phosphate 4-kinase type-2 alpha (Homo sapiens), P48426. 330,000 tested, 1.2% active. max response, %. AID 652105, 2013. PI5P4Kalpha enzyme, ADP-Glo luminescence, 60 min; active compounds read low; active means max response of -50% or lower; inconclusive means between -30% and -50%; inactive means -30% or higher; further: value at the top dose of about 77 µM; on the % scale 0 is the no-effect control and ±100 the full control effect
Target sequence (P48426 whole entry, looked up): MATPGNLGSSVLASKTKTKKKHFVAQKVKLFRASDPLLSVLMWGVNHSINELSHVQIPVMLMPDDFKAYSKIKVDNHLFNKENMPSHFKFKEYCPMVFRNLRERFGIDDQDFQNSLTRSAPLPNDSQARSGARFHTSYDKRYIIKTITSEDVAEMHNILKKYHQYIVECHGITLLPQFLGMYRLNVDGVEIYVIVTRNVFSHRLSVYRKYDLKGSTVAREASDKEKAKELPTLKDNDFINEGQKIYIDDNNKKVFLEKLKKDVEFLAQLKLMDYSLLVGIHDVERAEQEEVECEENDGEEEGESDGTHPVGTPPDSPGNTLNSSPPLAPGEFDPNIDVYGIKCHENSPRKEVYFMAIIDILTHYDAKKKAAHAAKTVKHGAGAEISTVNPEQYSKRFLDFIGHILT
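Compounds were pin-transferred onto PI5P4Kalpha and substrate in HEPES pH 7.4 buffer with EGTA, CHAPS and 5% DMSO. ATP (5 microM final) started the reaction, which ran 60 minutes at room temperature before ADP-Glo detection.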
IL-2 act = qHTS of IL-2 Activators; IL-2 activation reporter assay, cell-based qHTS; stimulated with anti-CD3/CD4/CD28 beads; in transgenic mouse T cells; activation, % (series mostly up to about 46 µM); 360,000 tested, 0.065% active; AID 652025, 2013; in the data active means activation above about 50%; inconclusive means mostly about 30% to 49%; further: 0% is about no effect
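Unstimulated transgenic mouse T cells; 60-min compound exposure; bead-based TCR/CD4/CD28 stimulation; 18 h culture, 37 degrees C; dual fluorescence (EGFP, DsRed) plate cytometry.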
WRN inhibitor = qHTS for Inhibitors of WRN Helicase | Potency, µM (series often up to 114 µM), without a hit: at the top dose activity change, negative = inhibition, actives largely listed as inhibitors | AID 651768, 2012 | Bifunctional 3'-5' exonuclease/ATP-dependent helicase WRN (Homo sapiens), Q14191 | 360,000 tested, 0.46% active | WRN helicase unwinding, fluorescent forked duplex, kinetic; further: potency means the concentration at half of the fitted maximal effect; on the % scale 0 is the no-effect control and ±100 the full control effect; nearly all actives have a fitted effect of over 55% in size
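WRN at 20 nM final preincubated with compound 15 min at room temperature; reaction started with 100 nM fluorophore/quencher forked duplex oligonucleotide and 2 mM ATP final. Unwinding followed kinetically by red fluorescence (ex 525, em 598 nm).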
GLP1R cytotox = qHTS of GLP-1 Receptor Inverse Agonists: Cytotox Screen; HEK293 cAMP-luciferase reporter cells, luminescence, 24 h; Potency, µM (doses to about 38.3 µM), without a hit: at the highest dose activity change, negative = inhibition, usual class: inhibitors; 410,000 tested, 0.13% active;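 further: loss of luciferase light is scored as toxicity; potency means the concentration at half of the fitted maximal effect; on the % scale 0 is the no-effect control and ±100 the full control effect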
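Luminescence readout: signal drop marks cytotoxicity. Plated cells grew 12 h at 37 °C, 5% CO2, received 23 nL compound for 24 h, then got luciferase reagent, read after 12 min at RT.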
PLK1 PBD inh = qHTS for Inhibitors of PLK1-PDB (polo-like kinase 1 - polo-box domain): Primary Screen. Serine/threonine-protein kinase PLK1 (Homo sapiens), P53350. Plk1 PBD binding of FITC phosphopeptide, fluorescence polarization. Potency, µM, inactives show max response, negative = inhibition, usual class: inhibitors. 360,000 tested, 2.8% active. AID 720504, 2013; further: potency means the concentration at half of the fitted maximal effect; series mostly up to about 57 µM; on the % scale 0 is the no-effect control and ±100 the full control effect; nearly all actives have a fitted effect of over 65% in size
DRD3 agonist = qHTS of D3 Dopamine Receptor Agonist: qHTS; D(3) dopamine receptor (Homo sapiens), P35462; D3R DiscoveRx beta-arrestin cells, luminescence, 90 min; max activation, %; 410,000 tested, 0.58% active; AID 652048, 2013; in the data active means max activation above about 30%; further: 0% is about no effect; mostly tested at two doses, the higher about 12 µM
Target sequence (P35462 whole entry, looked up): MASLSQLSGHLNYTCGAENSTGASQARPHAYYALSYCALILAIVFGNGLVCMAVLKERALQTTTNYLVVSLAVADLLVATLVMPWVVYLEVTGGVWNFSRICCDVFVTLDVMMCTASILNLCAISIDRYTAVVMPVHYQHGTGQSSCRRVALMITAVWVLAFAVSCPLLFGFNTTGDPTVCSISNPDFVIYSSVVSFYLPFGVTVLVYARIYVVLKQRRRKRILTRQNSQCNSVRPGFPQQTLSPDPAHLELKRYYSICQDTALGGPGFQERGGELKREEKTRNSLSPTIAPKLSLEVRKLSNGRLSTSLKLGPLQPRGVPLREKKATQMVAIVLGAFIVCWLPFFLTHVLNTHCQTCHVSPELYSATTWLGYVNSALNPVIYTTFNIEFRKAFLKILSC
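Agonist mode: compounds and dopamine controls were applied to plated cells for 90 min at 37 degrees C after an overnight attachment at 1500 cells/well. Luminescent read-out followed 30 - 60 minutes at room temperature with DiscoveRx detection reagent.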
GLP-1R inv ag = qHTS of GLP-1 Receptor Inverse Agonists (Inhibition Mode). 410,000 tested, 1.6% active. Potency, µM (highest dose often 38.3 µM), for the others: at the highest dose activity change, negative = inhibition, hits mostly inhibitors. AID 624417, 2012. Glucagon-like peptide 1 receptor (Homo sapiens), P43220. HEK293 GLP-1R CRE-luciferase, luminescence, 24 h; GLP-1R form is constitutively active; further: potency means the concentration at half of the fitted maximal effect; on the % scale 0 is the no-effect control and ±100 the full control effect; nearly all actives have a fitted effect of over 55% in size
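Using stably transfected HEK293 (constitutively active GLP-1R, cAMP-luciferase reporter), compounds were incubated 24 hr and luciferase measured by luminescence.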
DRD3 antagonist = qHTS of D3 Dopamine Receptor Antagonist: qHTS. 360,000 tested, 2.5% active. D(3) dopamine receptor (Homo sapiens), P35462. AID 652054, 2013. max response, negative = inhibition, %. D3R cells, DiscoveRx beta-arrestin luminescence, antagonist mode; active compounds read low; in the data active means max response below about -50%; inconclusive means no clear call, values can overlap the other calls; further: on the % scale 0 is the no-effect control and ±100 the full control effect; mostly tested at two doses, the higher about 12 µM
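Cells expressing the human receptor were seeded at 1500 cells/well, incubated overnight at 37 degrees C in 5% CO2, then exposed to library compounds with dopamine controls for 90 minutes at 37 degrees C before luminescent detection.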
* hit, by the source's call; ? = inconclusive; . = no result given; & = joins results of further samples; ! = not active in a repeat; [ ] = remark or other dose. Unless noted, the call rests on the fitted dose curve; in most records, active means well fitted curve in the direction sought with a large enough effect; inconclusive means small, poorly fitted or top-dose-only effect, or another doubt; inactive means no such curve, though single readings can be large; an effect the other way counts as inactive or inconclusive.

SMILES	GLP-1R agonist	PI5P4K alpha inh	IL-2 act	WRN inhibitor	GLP1R cytotox	PLK1 PBD inh	DRD3 agonist	GLP-1R inv ag	DRD3 antagonist
NC(=O)c1cccc(-c2ccnc3c2CC(C(=O)Nc2ccc(Cl)cc2)O3)c1 (configuration not stated)	-7%	-27	0.3	-2%	-15%	1%	-12	-18%	-28
Cc1ccccc1CC(=O)NC1CCCc2ccccc21 (configuration not stated)	7%	8	1.2	-18%	-7%	-7%	18	?	19
O=C(O)Cc1ccc(NC2(c3ccccc3)C(=O)c3ccccc3C2=O)cc1	-2%	.	.	.	1%	.	5	14%	.
C=CCN(C(=O)CNS(=O)(=O)c1ccccc1)C(C(=O)NCCOC)c1cccnc1 (configuration not stated)	2%	6	-0.3	-3%	5%	2%	5	-8%	13
CC(=O)c1cccc(NC(=O)C2Cc3c(-c4cccc(C(C)=O)c4)ccnc3O2)c1 (configuration not stated)	-3%	-1	-1.0	-2%[57.1 µM]	0%	2%	4	5%	20
CCN(CC(=O)NCc1ccc(Cl)cc1)C(=O)CSCC(=O)Nc1ccc(OC)cc1	1%	-1	-3.1	6%	2%	-1%	8	-6%	-1
CC1(C)CC(NC(=O)C2CCN(S(=O)(=O)c3ccccc3C(F)(F)F)CC2)CC(C)(C)N1	4%	5	-5.0	-20%	5%	1%	-6	?	-5
Cc1cccc(NC(=O)CSc2nnc(C)c(C)n2)c1	-2%	-11	0.0	-2%	-6%	2%	1	8%	16
CCOC(=O)C1=C(C)NC(C)=C(C(=O)OCC)C1C(=O)OCC(=O)N1CCOCC1	-3%	-4	-0.6	-10%	-9%	0%	1	-4%	20
CSCCC(NS(=O)(=O)c1ccc2c(c1)oc(=O)n2C)C(=O)NCc1ccc(F)cc1 (configuration not stated)	0%	.	.	.	5%	.	-5	2%	.
CCc1ccc(C(=O)c2cn(CC(=O)Nc3ccc4c(c3)OCO4)c3ccc(F)cc3c2=O)cc1	0%	.	.	.	7%	.	-2	-2%	.
Cc1csc2ncc(C(=O)NCc3ccccc3Cl)c(=O)n12	11%	9	0.9	-7%	8%	5%	-1	67%[activator]	0
COc1ccc(C)cc1Nc1ncnc2c1nnn2Cc1ccccc1Cl	4%	16	-1.7	-1%	5%	-2%	4	2%	47
Cc1nn(-c2ccccc2)c(C)c1CCC(=O)O	2%	.	-2.2	3%	4%	-7%	-6	39%	-22
CC(C)(CN1CCCC1)NS(=O)(=O)c1ccccc1	-3%	5	-2.1	6%	14%	-7%	-11	-2%	-24
CC1(C)CN(c2cccc(-c3ccnc4ncnn34)c2)C1=O	2%	-8	0.6	4%	16%	-10%	-6	5%	-19
O=c1c(Oc2ccccc2F)coc2cc(OCc3cnn(-c4ccccc4)c3)ccc12	-1%	?	0.1	-3%	-9%	-14%	-4	4%	-26
CCc1ccc(OCC(=O)NC(=S)Nc2ccc(C(=O)O)cc2)cc1	1%	-14	-2.9	-7%	9%	-3%	3	10%	4
CSc1ccc(CN2CCC(C)(Oc3cccc(C#N)c3)C2)cc1 (configuration not stated)	6%	4	0.2	-1%	-6%	-5%	-6	-9%	?
Cc1cccn2c(=O)c3cc(C(=O)NC4CCCC4)c(=N)n(CC4CCCO4)c3nc12 (configuration not stated)	4%	-11	-1.8	2%	252%[activator]	-10%	-17	-5%	5

Single records, as listed above:
Profile of CCc1ccc(OCC(=O)NC(=S)Nc2ccc(C(=O)O)cc2)cc1 = GLP-1R agonist = 1%; PI5P4K alpha inh = -14; IL-2 act = -2.9; WRN inhibitor = -7%; GLP1R cytotox = 9%; PLK1 PBD inh = -3%; DRD3 agonist = 3; GLP-1R inv ag = 10%; DRD3 antagonist = 4
Profile of Cc1cccc(NC(=O)CSc2nnc(C)c(C)n2)c1 = GLP-1R agonist = -2%; PI5P4K alpha inh = -11; IL-2 act = 0.0; WRN inhibitor = -2%; GLP1R cytotox = -6%; PLK1 PBD inh = 2%; DRD3 agonist = 1; GLP-1R inv ag = 8%; DRD3 antagonist = 16

Continued:
SMILES	GLP-1R agonist	PI5P4K alpha inh	IL-2 act	WRN inhibitor	GLP1R cytotox	PLK1 PBD inh	DRD3 agonist	GLP-1R inv ag	DRD3 antagonist
COc1cccc(CN2CCN(C(=O)CCc3nnc(C4CCCCC4)o3)CC2=O)c1	-4%	3	-1.0	6%	-9%	-21%	4	-21%	3
CCOC(=O)N1CCN(S(=O)(=O)c2ccc(C(=O)Nc3sc4c(c3C#N)CCC4)cc2)CC1	-6%	-24	0.2	-9%	-19%	-6%	-2	4%	-3
O=C(O)c1ccccc1C(=O)NNC(=O)C(c1ccccc1)c1ccccc1	-5%	-5	-1.3	5%	9%	1%	5	-17%	2
OCC(O)C(O)C(O)C(O)C1NCCS1 (configuration not stated)	-1%	.	-1.3	-6%	-9%	-17%	-3	4%	-7
COc1ccc(-c2csc(-c3cccnc3)n2)cc1C	?	10	0.4	-7%	6%	-17%	1	77%[activator]	0
COc1cc(/C=N/Nc2ccccc2[N+](=O)[O-])ccc1OC(=O)c1ccccc1F	18%	1	-0.8	-5%	2%	-7%	-5	25%	4
CCCCn1c2c(c(=N)c3c1CCC3)CCC2	-1%	-6	1.8	2%	-23%	-7%	-5	?	18
CCCN1C2CCCC1CC(NC(=S)Nc1cccc(C)c1)C2 (configuration not stated)	0%	-6	-0.4	-1%	-11%	1%	3	?	6
O=C(CCNS(=O)(=O)c1ccc(Cl)cc1)NCCc1ccccc1	6%	-4	-3.7	15%	-2%	0%	1	-9%	-6
CN1OC(c2ccccc2)=C(CO)C1c1ccccc1 (configuration not stated)	-1%	4	-1.6	-3%	-58%	2%	-23	-36%	-9
C=CCOc1cccc(C(=O)N(C)C2CCCN(Cc3ccccc3F)C2)c1 (configuration not stated)	1%	-1	-1.7	-3%	-8%	-6%	4	?	10
Cc1ccc(SCC(=O)Nc2ccc(-c3nnc(-c4ccco4)o3)cc2)cc1	15%	-4	0.3	-28%	-11%	-8%	8	-8%	-11
COc1ccc(C(=O)OCC(=O)N(C)C2CCS(=O)(=O)C2)cc1S(=O)(=O)N(C)Cc1ccccc1 (configuration not stated)	8%	-3	-5.5	12%	3%	-17%	-6	4%	17
COc1ccc(N2CCN(C(CNC(=O)c3ccco3)c3cccnc3)CC2)cc1 (configuration not stated)	0%	-7	0.1	2%	-4%	-2%	0	2%	-11
COC(=O)C[C@H]1CC[C@H](NC(=O)c2ccc(F)cc2)[C@@H](CO)O1	.	-4	-0.7	0%	2%	5%	0	7%	10
N#CCCN(C(=O)COC(=O)c1ccc2ccccc2n1)c1ccccc1	5%	2	0.4	9%	-3%	-8%	0	17%	0
COc1ccc(-n2nnnc2SCC(=O)N2CCCc3ccccc32)cc1OC	5%	1	-4.0	5%[57.1 µM]	-8%	-7%	1	79%[activator]	30
Cc1ccc(C(=O)CSc2nc3cccnc3n2C)cc1	10%	-9	-0.1	2%	14%	-21%	-1	12%	14
Cc1ccc2c(c1)c1c(c(=O)n(Cc3ccccc3)c(=O)n1Cc1ccccc1F)n2C	-2%	.	.	.	-6%	.	0	1%	.
CCC(NC(=O)c1cc(COc2ccc(Cl)cc2OC)on1)c1ccncc1 (configuration not stated)	13%	1	-1.7	-10%	-13%	3%	3	-12%	2
COc1ccc(C(=O)N(C)CCCC2CCCC2)cc1OC1CCN(C(C)C)CC1	2%	-3	-6.2	8%	?	2%	-18	?	-29
O=C(NC1CCCCC1)N(Cc1nc2ccccc2c(=O)[nH]1)C1CCCCC1	15%	3	-2.2	-14%[57.1 µM]	-12%	-2%	-4	-28%	-21
COc1ccc(NC(=O)COC(=O)c2cnccn2)cc1Cl	-8%	-13	-0.1	3%	-8%	-6%	0	7%	3
O=C(Nc1cccc([N+](=O)[O-])c1)c1[nH]ncc1Cl	18%	0	1.7	-13%	13%	-18%	-5	14%	-23
COC/C=C/C1=CC2=CC(=O)C(C)(OC(=O)c3cnc4ccccc4n3)C(=O)C2=CN1C(CO)CO (configuration not stated)	6%	3	0.6	-6%	2%	-13%	-1	8%	43
CCOc1cccc(/C=N/N2C(=O)CSC2=S)c1O	-15%	-52*	-0.3	?	2%[0.307 µM]	12µM*	4	1%[0.307 µM]	15
N#C/C(=C\c1ccc2c(c1)OCCO2)C(=O)Nc1ccc(C(=O)O)cc1	4%	1	0.5	-7%	0%	-10%	-3	10%	14
COC(=O)c1ccc(NC(=O)CN2CCN(S(=O)(=O)c3ccc(Br)cc3)CC2)cc1	-1%	-1	-3.5	2%	-21%&-3%	4%	-4&7	3.5µM*!	17
COc1cc2c(c(OCC(=O)NC(C)C)c1)C(=O)O[C@@H](C)CCCC(=O)CCCCC2	24%	-1	-1.3	2%	4%	-7%	1	15%	22
CC(C)Oc1cccc(C(=O)Nc2ccc(N3CCN(S(C)(=O)=O)CC3)cc2)c1	-8%	.	-2.1	5%	-10%	-2%	-1	1%	12
Cc1ccccc1NC(=O)C(C)OC(=O)C1CCCO1 (configuration not stated)	0%	2	-1.2	-3%	2%	-8%	2	8%	7
COc1cc(C(O)CO)ccc1O (configuration not stated)	23%	-5	0.0	9%	0%	-16%	-4	1%	1
CC(Sc1nnc(CNC(=O)c2ccccc2F)n1C)C(=O)Nc1nccs1 (configuration not stated)	1%	0	-0.2	-5%	5%	-9%	-29	13%	-13
